TNF death inh: TNF-alpha cell death inhibition in Jurkat FADD-/- cells. AID 463075. activation (protection from cell death), % at 10 µM. hit rate 0.068% among 220,000. Jurkat FADD-/- TNF necroptosis rescue, ATP luminescence, 24 h; 0 = TNF only, 100 = no-TNF cells;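 active = activation, meaning protection from cell death, of at least 50% relative to plate controls; inactive = activation below 50%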;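 note: necroptosis triggered by 40 ng/mL TNF-alpha added together with compound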
TRPML3 agonist: agonists of human TRPML3 channel. HEK293 TRPML3-YFP, Fluo-8 calcium fluorescence; 100% = the carbachol control signal. activation, % at 3 µM. hit rate 0.29% among 220,000. Q8TDD5. AID 1448;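 active = activation above its plate's cutoff, the mean activation of the plate's test wells plus 3 SD, cut at about 12% in these data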;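 note: 0% = DMSO only wells and 100% = carbachol wells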
Target sequence (Q8TDD5 whole entry, looked up): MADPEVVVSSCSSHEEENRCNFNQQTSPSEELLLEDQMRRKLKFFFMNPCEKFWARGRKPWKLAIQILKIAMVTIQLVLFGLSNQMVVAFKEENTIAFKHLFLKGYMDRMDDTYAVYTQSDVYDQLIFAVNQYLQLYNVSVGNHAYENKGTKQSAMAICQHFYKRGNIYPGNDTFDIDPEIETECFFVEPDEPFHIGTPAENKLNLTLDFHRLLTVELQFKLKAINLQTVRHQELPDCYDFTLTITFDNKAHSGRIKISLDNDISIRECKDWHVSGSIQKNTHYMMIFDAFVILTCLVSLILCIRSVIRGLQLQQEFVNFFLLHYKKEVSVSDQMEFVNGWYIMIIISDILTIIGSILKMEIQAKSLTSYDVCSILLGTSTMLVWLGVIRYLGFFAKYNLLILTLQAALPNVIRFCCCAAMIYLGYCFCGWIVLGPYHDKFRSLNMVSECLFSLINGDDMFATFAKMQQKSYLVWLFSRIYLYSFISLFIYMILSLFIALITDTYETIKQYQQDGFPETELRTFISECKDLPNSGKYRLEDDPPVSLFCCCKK
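Material: HEK293 cells stably carrying human TRPML3-YFP; compound dosing: single dose, 3 µM final nominal compound, 0.3% DMSO final; incubation: 1-h 37 °C dye load, 5-s basal, 120-s post-compound reads; technique: Fluo-8 intracellular calcium fluorescence, excitation 470-495 nm, emission 515-575 nm; read-out basis: percent activation from peak-to-basal fluorescence ratio, scaled between DMSO and carbachol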
EBV gp42 block: EBV gp42 inhibition; Q1HVG2; Fluorescence polarization binding assay, mP read-out; inhibition, % (tested at 21.74 µM); hit rate 0.42% among 220,000; AID 1085; in the data active = inhibition above about 50%
Runt-SMMHC FRET: Runt domain-CBFb-SMMHC interaction inhibition | Q01196+Q13951 | Cerulean-Runt/Venus-CBFb-SMMHC FRET ratio 530/480, 1 h | inhibition, % at 20 µM | hit rate 0.74% among 220,000;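 active = mean inhibition across duplicate retests at 20 µM reaching about 50%, limit read from the data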;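 note: 0% = DMSO wells and 100% = wells with excess untagged CBFb-SMMHC; inhibitors lower the FRET ratio by blocking Runt binding to CBFb-SMMHC; some results filed as inactive read as strong as hits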
TRPN1 ag: agonists of zebrafish TRPN1 channel; HEK293 zebrafish TRPN1-YFP, Fluo-8 calcium fluorescence; 100% = response to 87 µM carbachol; activation, % at 3 µM; hit rate 0.18% among 220,000;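 active = activation above its plate's cutoff, the mean activation of test wells on that plate plus 3 SD, cut at about 19% in these data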;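 note: 0% = DMSO alone and 100% = 87 µM carbachol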
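Material: zebrafish TRPN1-YFP in HEK293 cells. Doses: one dose of 3 µM, 0.3% DMSO. Incubation: dye 1 h 37 °C plus 30 min RT. Measured by: intracellular calcium fluorescence with Fluo-8.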
CHOP inh: inhibitors of CHOP induction in ER stress response; CHO-K1 CHOP-promoter luciferase, tunicamycin-induced, 15-18 h; inhibition, % at 10 µM; hit rate 3.8% among 220,000; AID 2732;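 active = compounds that reduced the stress-induced luciferase reporter signal by more than about 70% of percent inhibition, limit read from the data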;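 note: 0% = tunicamycin plus vehicle and 100% = wells without tunicamycin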
p47phox inh: blocks human p47phox regulatory protein of NADPH oxidases. p47phox/p22phox peptide binding, fluorescence polarization, 2 h. inhibition, % at 24.7 µM. hit rate 0.53% among 220,000;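 active = inhibition above about 30%, limit read from the data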;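 note: 0% = p47phox with labelled peptide and 100% = labelled peptide alone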
Target sequence (P14598 whole entry, looked up): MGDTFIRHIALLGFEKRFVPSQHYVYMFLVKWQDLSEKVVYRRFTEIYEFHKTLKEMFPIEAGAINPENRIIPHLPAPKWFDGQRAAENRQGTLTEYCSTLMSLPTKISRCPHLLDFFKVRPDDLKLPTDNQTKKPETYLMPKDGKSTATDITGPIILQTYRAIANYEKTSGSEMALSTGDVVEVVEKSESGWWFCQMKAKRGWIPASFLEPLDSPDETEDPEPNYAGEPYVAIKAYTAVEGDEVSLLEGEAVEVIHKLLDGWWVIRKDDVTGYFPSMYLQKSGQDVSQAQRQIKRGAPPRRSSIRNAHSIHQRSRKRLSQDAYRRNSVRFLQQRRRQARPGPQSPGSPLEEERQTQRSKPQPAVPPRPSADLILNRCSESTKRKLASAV
PPC-1+TRAIL kill: kills PPC-1 cancer cells in the presence of TRAIL; cell killing (% activity), % at 4 µM; hit rate 0.41% among 220,000; PPC-1 cells + TRAIL, ATPLite viability luminescence;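 active = cell killing above 50% in the first pass at 4 µM, then a duplicate retest at 5 µM averaging 50% or more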;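 note: plate controls were cells with TRAIL plus DMSO for no effect and medium-only wells lacking cells for full effect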
Mdm2 ligase inh: inhibitors of human Mdm2 E3 ubiquitin ligase. AID 1230. signal enhancement, % at 5 µM. hit rate 0.11% among 210,000. cell-based MDM2 ubiquitination luciferase reporter, 2 h; 0 = plate control, 100 = twice control, blank-subtracted;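 active = signal enhancement of 30% or more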;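 note: luminescence tracks abundance of the self-degrading MDM2-luciferase fusion protein; higher signal means inhibition of MDM2 E3 ligase activity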
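test system = mammalian cells stably expressing self-ubiquitinating, self-degrading MDM2 E3–luciferase fusion | quantity = 2000 cells/well | incubation = cell settling 4 h, compound treatment 2 h, both 37 °C | signal = luminescence with SteadyLite reagent, 15 min at room temperature | evaluation = % enhancement relative to plate controls after blank subtraction | benchmarks = plate controls and plate blanks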
An asterisk follows results filed as active; x = not tested or not shown. An unsorted share of the library; overall some 5.9% were active at least once.

SMILES	TNF death inh	TRPML3 agonist	EBV gp42 block	Runt-SMMHC FRET	TRPN1 ag	CHOP inh	p47phox inh	PPC-1+TRAIL kill	Mdm2 ligase inh
CCCCN(C(=O)CSc1nnc(-c2ccc(OC)cc2)n1C(C)C)c1c(N)n(Cc2ccccc2)c(=O)[nH]c1=O	0.7	0.3	-15.0	1.1	0.8	-3.1	-19.9	12.6	-2.2
O=C(Nc1ccc(Br)cn1)C1CCCN1S(=O)(=O)c1ccccc1 (centres undefined)	-1.9	1.1	11.3	-0.6	1.4	61.6	-7.9	6.0	-11.1
COCCNC(=O)c1cc(-c2ccc(Cl)c(Cl)c2)on1	2.5	0.3	0.5	-5.7	-0.2	-9.9	0.9	2.3	1.9
COc1cc(O)c(CC=C(C)C)c(O)c1C(=O)CCc1ccc(O)cc1	-15.4	x	-15.4	-1.1	x	88.6*	-32.0	-5.7	-19.5
CCOC(=O)COc1cccc2c(=O)n(CC(=O)N3CCCCC3)ccc12	-0.4	-0.3	-6.3	-2.4	0.0	14.4	1.6	17.2	-6.6
CCCCC1=CC2=C(c3ccco3)C(=O)C(C)(OC(=O)c3ccc(OC)cc3)C(=O)C2=CN1CCc1ccccn1 (centres undefined)	-4.4	x	45.7	-32.4	x	-145.8	-4.4	3.4	8.9
Cc1cccc(N2C(=O)c3cccc(Oc4ccc(Cl)cc4)c3C2=O)c1	11.2	0.3	7.0	1.3	0.5	13.2	-13.0	20.3	x
Cc1ccccc1N=Cc1cc2c(cc1[N+](=O)[O-])OCO2	0.8	0.4	5.2	16.1	2.5	36.9	-1.2	16.8	3.5
O=C1/C(=C\c2ccccn2)SC(=S)N1c1ccc(S(=O)(=O)Nc2nccs2)cc1	0.3	0.0	-17.1	-3.7	-1.5	28.3	-33.6	-0.1	-7.0
CN(c1ccc(C(=O)N2CCN(Cc3ccc4c(c3)OCO4)CC2)cc1)S(C)(=O)=O	-0.6	2.4	-10.8	-0.5	3.8	21.9	-4.2	-1.1	10.8
COc1c(F)c(F)c(C(=O)O)c(Nc2ccc(C)cc2)c1F	-2.7	0.3	-14.6	-7.6	1.2	7.9	-6.3	28.7	-3.6
CCn1cc(Br)c(C(=O)Nc2nccs2)n1	0.3	0.9	-2.0	3.4	0.1	11.0	-1.2	26.8	-2.5
COc1ccc(/C=N/NC(=O)Cn2nc([N+](=O)[O-])cc2C)c(OC)c1OC	2.9	0.5	-2.7	4.7	1.2	11.2	-12.8	20.9	-72.6
O=C(c1ccc(-c2ccccc2)cc1)N1CCCC1	-2.3	-0.1	-12.0	1.3	-0.1	6.5	-5.9	-2.2	3.6
Cc1cc(=O)n2c3ccccc3n(CC(O)CN3CCN(CCO)CC3)c2c1C#N (centres undefined)	1.0	1.0	-5.3	-2.4	1.2	-0.5	-4.2	7.8	-5.0
O=C1CC(c2ccccc2)CC(O)=C1C=NC1CCCCCC1 (centres undefined)	1.6	1.5	-13.2	5.2	0.1	39.6	-1.6	-0.7	2.0
CC(C)C(=O)N1CCN(c2nc(-c3ccccc3)c3c(c2C#N)CCCC3)CC1	-1.0	-1.0	12.7	0.1	-2.8	25.4	-7.9	33.9	2.6
COc1ccccc1N=c1oc2cc(O)ccc2cc1C(N)=O	-5.8	-0.1	-41.2	42.0	3.8	x	-13.8	23.8	-47.3
Nc1c(C(=O)c2ccc(Cl)cc2)sc2nsc(SCCN3CCOCC3)c12	-3.2	10.9	43.8	-145.5	23.1*	44.4	-10.3	-9.7	-5.1
Cc1c(NC(=O)c2ccc3ncccc3c2)c(=O)n(-c2ccccc2)n1C	0.7	0.1	-11.1	-0.4	0.9	37.9	-9.5	11.9	-3.5
O=C(/C=C\c1ccc2c(c1)OCO2)Nc1nnc(SCC(=O)OCc2ccccc2)s1	1.7	0.7	-19.8	1.2	-0.1	32.0	0.0	12.5	-3.5
Cc1cc(Cl)cc(Br)c1OCCCCn1cncn1	-2.6	-0.2	5.2	-6.0	-1.6	29.0	-39.3	-15.6	-8.1
CSc1nncn1/N=C/c1cc(Cl)ccc1F	-1.7	-0.9	15.6	-3.9	-0.1	4.0	5.8	4.0	-18.9
Cc1ccccc1-n1nnnc1SCc1ncc(-c2ccccc2)o1	-0.1	-0.3	-3.9	-1.3	-1.4	34.9	-11.8	-11.4	-12.0
N#Cc1c(NC(=O)c2nc3ncccn3n2)sc2c1CCCCC2	-0.2	0.9	2.3	-5.4	0.6	46.7	-10.2	12.0	-27.7
O=C(CSc1nc2ccccc2[nH]1)Nc1nc(-c2cccc(Br)c2)cs1	1.8	0.5	-5.1	2.1	-0.8	66.7	-26.1	5.6	-21.1
COc1ccc(-c2nc(NC(=O)c3ccc(OCC(=O)N4CCOCC4)c(OC)c3)sc2C)cc1	3.7	-0.1	-4.7	1.7	1.4	-7.2	-8.9	7.0	2.5
CCn1c(=O)n(CC(=O)N(C)Cc2ccccc2)c(=O)c2ccccc21	-1.2	0.6	-1.8	-5.6	-0.1	30.7	-7.5	18.8	-7.4
Cc1nc(Cl)c(C(=O)NC(=O)Nc2cccc(C(F)(F)F)c2)c(C)c1[N+](=O)[O-]	1.7	0.7	10.1	-5.0	0.9	69.7	4.3	1.5	-2.3
O=C1CC(c2ccc(S(=O)(=O)Nc3cc(C(F)(F)F)cc(C(F)(F)F)c3)cc2)CN1 (centres undefined)	-0.1	0.9	-2.0	3.4	-0.2	4.7	-10.8	28.7	-8.8
Cc1nc2ccc(NC(=O)c3nn(CC(C)C)c(=O)c4ccccc34)cc2s1	4.1	0.1	-4.7	-4.3	-0.5	47.0	-23.3	7.0	x
CN(Cc1ccccc1)Cc1c(F)cccc1F	-0.9	0.4	-9.7	-0.8	0.2	-16.3	-6.4	0.4	-10.7
CCCCCCCCn1c2c(c(=N)c3ccccc31)CCC2	-15.7	-0.1	-4.5	x	-0.5	77.2*	11.2	x	-26.9
Cc1cc(NS(=O)(=O)c2ccc(NC(=O)COc3ccccc3Cl)cc2)no1	-1.1	0.7	-22.7	-4.1	-0.7	27.8	-9.8	2.3	14.4
Cc1ccc(S(=O)(=O)CCC(=O)OCC(=O)c2c(C)[nH]c3ccccc23)cc1	1.7	-0.4	-20.6	0.9	-1.3	-5.5	-36.7	3.8	-5.2
Cc1ccc2c(c1)NC(=O)C(CC(=O)O)O2 (centres undefined)	1.6	1.1	3.8	0.8	1.2	1.1	-13.6	22.4	-3.6
COC(=O)c1cc2sc(Cl)cc2n1CC(=O)N1CCCc2ccccc21	-1.5	-0.7	-19.6	-5.7	-1.4	43.0	-25.8	20.3	-9.6
COc1ccc(CNS(=O)(=O)NCc2ccccc2)cc1	0.0	0.0	-12.6	1.5	-1.3	5.1	0.7	13.1	-8.1
COc1ccc(-c2nc(C)sc2CC(=O)O)cc1OC	-0.2	0.8	-15.9	1.1	0.3	-2.2	-7.5	-0.2	-9.3
CC(C)(C)NC(=O)C(c1ccncc1)N(C(=O)c1csnn1)c1cccc2ccccc12 (centres undefined)	0.0	0.8	4.0	-3.7	0.9	12.9	-0.2	-7.6	-6.7
Cc1ccccc1NC(=O)c1snc2c(=O)[nH]cnc12	0.1	-0.2	-16.2	-3.6	0.4	0.8	-4.4	32.1	7.0
O=S(=O)(NCCc1csc(-c2cccnc2)n1)c1cccs1	0.9	1.2	-23.4	-2.2	1.1	15.7	6.1	4.6	-6.1
CCC/C=N/NC(=O)c1ccccc1O	1.4	0.0	-22.2	1.6	0.3	-4.5	-0.7	3.7	12.8
CCN(CC)CCOC(=O)c1cccc2c1-c1ccccc1C2O (centres undefined)	1.9	0.4	-8.7	7.4	0.6	1.1	0.1	3.0	-7.8
C[C@@H]1NC(=O)c2cc([N+](=O)[O-])cc(I)c2NCCCC[C@@H](C(N)=O)NC(=O)[C@H](CC(N)=O)NC1=O	2.2	-0.9	-8.8	-7.0	-2.0	-17.6	-0.7	4.6	x
Cc1nc(C)c(C(=O)O)s1	2.4	1.0	31.4	-0.9	2.1	3.9	-9.8	-5.1	x
CCOC(=O)c1c(NC(=S)NC)sc2c1CC(C)(C)SC2	-1.7	-0.4	0.2	17.2	1.5	95.5*	-11.9	39.2	-17.9
Cc1cccc2c1N(CC(=O)OC(C)C)C(=O)C2=O	-4.5	0.9	-21.2	0.1	1.1	-25.0	-4.7	22.6	-6.9

Part of the list above in order of heavy-atom count, low to high.
SMILES	TNF death inh	TRPML3 agonist	EBV gp42 block	Runt-SMMHC FRET	TRPN1 ag	CHOP inh	p47phox inh	PPC-1+TRAIL kill	Mdm2 ligase inh
Cc1nc(C)c(C(=O)O)s1	2.4	1.0	31.4	-0.9	2.1	3.9	-9.8	-5.1	x
CN(Cc1ccccc1)Cc1c(F)cccc1F	-0.9	0.4	-9.7	-0.8	0.2	-16.3	-6.4	0.4	-10.7
Cc1cc(Cl)cc(Br)c1OCCCCn1cncn1	-2.6	-0.2	5.2	-6.0	-1.6	29.0	-39.3	-15.6	-8.1
COc1ccc(-c2nc(C)sc2CC(=O)O)cc1OC	-0.2	0.8	-15.9	1.1	0.3	-2.2	-7.5	-0.2	-9.3
Cc1ccccc1N=Cc1cc2c(cc1[N+](=O)[O-])OCO2	0.8	0.4	5.2	16.1	2.5	36.9	-1.2	16.8	3.5
COc1c(F)c(F)c(C(=O)O)c(Nc2ccc(C)cc2)c1F	-2.7	0.3	-14.6	-7.6	1.2	7.9	-6.3	28.7	-3.6
O=C(CSc1nc2ccccc2[nH]1)Nc1nc(-c2cccc(Br)c2)cs1	1.8	0.5	-5.1	2.1	-0.8	66.7	-26.1	5.6	-21.1
Nc1c(C(=O)c2ccc(Cl)cc2)sc2nsc(SCCN3CCOCC3)c12	-3.2	10.9	43.8	-145.5	23.1*	44.4	-10.3	-9.7	-5.1
O=C1CC(c2ccc(S(=O)(=O)Nc3cc(C(F)(F)F)cc(C(F)(F)F)c3)cc2)CN1 (centres undefined)	-0.1	0.9	-2.0	3.4	-0.2	4.7	-10.8	28.7	-8.8
C[C@@H]1NC(=O)c2cc([N+](=O)[O-])cc(I)c2NCCCC[C@@H](C(N)=O)NC(=O)[C@H](CC(N)=O)NC1=O	2.2	-0.9	-8.8	-7.0	-2.0	-17.6	-0.7	4.6	x
CCCCC1=CC2=C(c3ccco3)C(=O)C(C)(OC(=O)c3ccc(OC)cc3)C(=O)C2=CN1CCc1ccccn1 (centres undefined)	-4.4	x	45.7	-32.4	x	-145.8	-4.4	3.4	8.9

Screens as filed in PubChem BioAssay.
